# Compound activity (PubChem)
# PvdQ inh – P. aeruginosa PvdQ acylase inhibition | purified PvdQ acylase, fluorescence plate reader | inhibition, % at 10 µM | hit rate 0.063% among 340,000; in the data active means inhibition above about 30%, passing the limit was not always enough;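 further: 0% = vehicle neutral wells and 100% = reference inhibitor wells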
# DAGLB inh – blocks human DAGLB lipase activity. Q8NCG7. HEK293T DAGLB membrane lysate, EnzChek fluorogenic substrate. inhibition, % at 5.17 µM. hit rate 0.059% among 340,000. AID 504411; in the data active means inhibition above about 34%;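 further: 0% = enzyme with vehicle and 100% = wells lacking enzyme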
# Target sequence (Q8NCG7 whole entry, looked up): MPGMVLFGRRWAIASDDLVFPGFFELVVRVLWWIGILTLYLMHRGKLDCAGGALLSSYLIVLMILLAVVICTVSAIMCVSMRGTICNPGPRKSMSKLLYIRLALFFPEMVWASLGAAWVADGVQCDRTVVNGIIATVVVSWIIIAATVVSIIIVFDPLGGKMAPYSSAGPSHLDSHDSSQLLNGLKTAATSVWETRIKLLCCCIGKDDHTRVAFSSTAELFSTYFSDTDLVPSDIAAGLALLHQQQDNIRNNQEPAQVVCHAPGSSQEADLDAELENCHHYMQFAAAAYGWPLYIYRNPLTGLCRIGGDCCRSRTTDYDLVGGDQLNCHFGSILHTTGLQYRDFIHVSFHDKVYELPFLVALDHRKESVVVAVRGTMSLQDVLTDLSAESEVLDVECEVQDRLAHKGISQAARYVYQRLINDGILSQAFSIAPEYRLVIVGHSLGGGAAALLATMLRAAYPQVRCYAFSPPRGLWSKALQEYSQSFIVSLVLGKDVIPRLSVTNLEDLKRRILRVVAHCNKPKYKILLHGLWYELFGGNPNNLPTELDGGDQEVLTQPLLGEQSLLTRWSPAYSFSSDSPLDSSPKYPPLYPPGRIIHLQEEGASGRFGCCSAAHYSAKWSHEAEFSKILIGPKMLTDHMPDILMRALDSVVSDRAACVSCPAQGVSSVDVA
# PKA-R2B act – activators of human PKA-R2B complex | PKA-R2B holoenzyme dissociation, Cy5-IP20 fluorescence polarization; R2B truncated from residue 108, S112A mutant; 0% DMSO only, 100% 113 µM cGMP | activation, % at 11.4 µM | hit rate 0.079% among 340,000 | AID 504700;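 active means activation above a cutoff set at the mean over all compounds plus 3 SD, cut at about 18% in these data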;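 further: higher means more holoenzyme dissociation and a rise in polarization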
# Target sequence (P31323 whole entry, looked up, other chains not shown, the tested form may be a part): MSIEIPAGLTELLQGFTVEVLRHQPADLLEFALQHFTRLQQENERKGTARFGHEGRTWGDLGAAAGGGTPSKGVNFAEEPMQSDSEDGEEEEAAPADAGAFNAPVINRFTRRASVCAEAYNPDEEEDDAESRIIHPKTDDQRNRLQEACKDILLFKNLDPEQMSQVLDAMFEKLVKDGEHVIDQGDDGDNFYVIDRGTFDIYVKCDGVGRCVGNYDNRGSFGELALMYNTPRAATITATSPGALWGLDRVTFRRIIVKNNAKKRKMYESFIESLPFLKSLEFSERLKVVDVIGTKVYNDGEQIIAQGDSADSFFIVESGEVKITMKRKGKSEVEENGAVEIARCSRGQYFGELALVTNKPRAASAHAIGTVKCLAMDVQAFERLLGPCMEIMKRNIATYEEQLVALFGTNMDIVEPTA
# NSD2 inh – inhibitors of human histone methyltransferase NSD2; O96028; NSD2 peptide methylation, AlphaScreen, 120 min; inhibition, % at 12.5 µM; hit rate 0.54% among 310,000; in the data active means inhibition above about 50%
# Keap1-Nrf2 PPI – Keap1-Nrf2 (human) interaction inhibition; Keap1 Kelch-Nrf2 peptide fluorescence polarization, 1536-well; inhibition, % at 9.4 µM; hit rate 0.15% among 340,000; AID 504523; in the data active means inhibition above about 12%;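 further: human Keap1 Kelch domain with fluorescein labeled Nrf2 9mer peptide probe; 0% = neutral control wells and 100% = peptide positive control; higher means more block of Keap1 binding to Nrf2 peptide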
# SR-BI DiI inh – mouse SR-BI HDL lipid transfer inhibition; hit rate 0.96% among 320,000; Q61009; inhibition, % at 12.5 µM; ldlA[mSR-BI] CHO cells, DiI-HDL uptake fluorescence, 3 h;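 active means mean replicate inhibition of at least 70% and a set share of replicates each scoring 70 or more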;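 further: 0% = median of neutral control wells and 100% = median of positive control wells; values of inactives mirror those of a sister screen read the other way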
# SR-BI DiI-HDL act – activators of SR-BI mediated HDL lipid uptake. hit rate 0.096% among 320,000. CHO ldlA[mSR-BI] cells, DiI-HDL uptake fluorescence, 3 h; 100 = double the neutral-control signal. activation, % at 12.5 µM;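 active means mean replicate activation of at least 60% and every replicate at or above 60%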;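 further: 0% = median plate neutral-control signal and 100% = twice that signal; values of inactives mirror those of a sister screen read the other way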
#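 system = CHO ldlA[mSR-BI] cells, LDL receptor-null, SR-BI overexpressing | medium = Ham's F12 with 0.5% BSA, HEPES 25 mM, pH 7.4 | probe or stimulus = DiI-HDL 10 µg/mL | compound dosing = single-point compound dose | incubation = compound exposure 3 h, 37 °C | technique = DiI fluorescence, bottom read | read-out = cell-associated DiI fluorescence as measure of HDL uptake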
# RTF Ca sens inh – cardiac RTF calcium desensitization | P19429+P45379 | IANBD-labeled cardiac RTF, Ca2+ fluorescence | inhibition, % at 7.15 µM | hit rate 0.12% among 340,000 | AID 493244;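 active means inhibition above the mean inhibition of all tested compounds plus 3 SD, cut at about 17% in these data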;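 further: assay run at fixed EC70 calcium of 1.6 mM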
# Arr AP2 block – human beta-arrestin and AP2 interaction inhibition; FITC-arrestin peptide / GST-AP2 beads, flow cytometry; AP2 beta2 appendage carries R879A mutation; inhibition, % at 10 µM; hit rate 0.31% among 340,000; AID 504490;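 active means inhibition above a set limit, near 3 SD of compounds lacking own fluorescence, cut at about 54% in these data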;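 further: plate controls were DMSO wells for no effect and 5 µM unlabelled arrestin peptide for full effect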
#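 Material – AP2 appendage R879A on GSH beads · Buffer or medium – PBS with 0.05% Tween 20 and 0.1% BSA · Probe or stimulus – fluorescein-tagged arrestin peptide at 50 nM final · Incubation – compound with beads 12 min RT, then probe 1 h RT · Detection – high-throughput flow cytometry of beads, ex 488, em 535 nm · Evaluation – percent response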
# C-LANA FP – inhibitors of KSHV LANA C-terminal domain DNA binding | MBP-C-LANA/FAM-LBS DNA binding, fluorescence polarization | inhibition, % at 9 µM | AID 504423 | hit rate 0.078% among 340,000;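 active means highest replicate inhibition at or above 60% at 9 µM, even if other replicates fall short; inactive means all replicates below 60% inhibition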;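 further: 0% = neutral control wells and 100% = 4 µM acridine orange control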
# The depositor's hits bear a star; . = not tested or not shown.
SMILES,PvdQ inh,DAGLB inh,PKA-R2B act,NSD2 inh,Keap1-Nrf2 PPI,SR-BI DiI inh,SR-BI DiI-HDL act,RTF Ca sens inh,Arr AP2 block,C-LANA FP
O=C(Cc1ccc(F)cc1)Nc1nnc(SCC(=O)NC2CCCC2)s1,-1,-1,-4,.,0,-10,10,-10,0,-1.0
CCN(CC)CCNC(=O)C1CCN(S(=O)(=O)c2c(C)noc2/C=C/c2ccccc2F)CC1,-9,1,9,8,3,7,-7,-12,-2,0.8
O=C(/C=C/c1ccc([N+](=O)[O-])cc1)c1ccccc(=O)c1O,-2,17,-8,-6,0,20,-20,2,12,1.9
COC(=O)c1cc(OC)nc(OC)c1,-8,1,7,0,-1,-7,7,-3,-3,0.8
CCN(CC(=O)NCc1ccc(F)cc1)C(=O)COc1ccc2ccccc2c1,-11,0,-6,-5,-2,8,-8,5,9,-1.3
Cn1c(=O)c2c(ncn2CC(=O)N/N=C/C=C/c2ccco2)n(C)c1=O,5,0,1,6,-12,-18,18,-7,26,2.0
Cn1c(CNC(=O)c2ccc3c(c2)OCO3)nnc1SCC(=O)Nc1ccc(F)cc1F,-8,0,-1,-3,-3,.,.,5,28,0.7
Cc1ccc(NC(=O)c2ccc3c(c2)OCCO3)cc1S(=O)(=O)Nc1cccc(Cl)c1,1,0,-2,-4,2,23,-23,-6,2,-0.7
Cc1cccc(CS(=O)(=O)Cc2ccc(C(=O)NC(C)c3ccccc3)o2)c1 (centres undefined),-10,-1,-1,1,0,15,-15,-9,-1,-0.9
Cc1cc(C)c2sc(N(CCN(C)C)C(=O)c3c(F)cccc3F)nc2c1,-11,-5,-3,7,-8,.,.,-2,5,-0.9
Cc1nnsc1SCCNC(=O)c1ccc(F)cc1,-10,3,-12,-2,-1,5,-5,-6,-12,-2.2
CN(C)S(=O)(=O)c1cc(NC(=O)CN2CCOCC2)ccc1Cl,3,1,0,-4,-3,-2,2,-5,-13,0.7
COc1ccc(-c2c(NC(=O)c3ccco3)oc3ccccc3c2=O)cc1,-6,-1,-5,-3,-5,2,-2,-8,-4,0.0
O=C(Cc1cccs1)Nc1nnc(-c2ccncc2)s1,0,-5,-16,-1,3,-30,30,-1,-11,1.8
O=C(COc1ccc2c3c(c(=O)oc2c1)CCCC3)N1C[C@H]2C[C@@H](C1)c1cccc(=O)n1C2,-7,-1,-8,.,-2,-11,11,-8,11,1.1
COc1ccc(CCNC(=O)CSCc2n[nH]c(=O)[nH]2)cc1OC,-2,-2,-3,2,-3,-19,19,-8,-13,0.8
Cc1cc(C)nc(SCc2nnc(SCC(=O)Nc3ccc(C)c(C)c3)o2)n1,-7,-1,-7,39,-1,3,-3,-2,-6,-0.9
CCOC(=O)C(=O)Nc1nccs1,3,0,13,-5,-1,-9,9,-4,10,1.2
CC(=O)Nc1ccc(NS(=O)(=O)c2ccc(CN3C(=O)c4cccnc4C3=O)cc2)cc1,9,1,8,-2,0,-25,25,1,22,0.1
CC(C)(C)NC(=O)C(=O)NCc1ccncc1,-1,-2,0,-1,-2,-41,41,0,-3,-0.6
Cc1nnc(NC(=O)CCCOc2ccccc2)s1,-12,2,0,-1,-6,-31,31,0,-2,-0.7
CCOC(=O)CNC(=S)N(Cc1ccccc1)Cc1ccccc1F,-13,-6,-2,-7,-5,6,-6,-3,1,1.5
Cc1ccc(CNC(=O)C2CC(=O)N(c3ccc(OCC(=O)N4CCCC4)cc3)C2)cc1 (centres undefined),-1,0,-10,3,2,.,.,-2,11,-1.4
Cc1c(C(C)C)c(=O)n(-c2ccc(S(=O)(=O)N3CCOCC3)cc2)n1C,20,-1,-3,0,-4,-5,5,-2,11,-2.4
CNC(=O)NC(=O)C(C)OC(=O)CCCSc1nc2ccccc2s1 (centres undefined),-17,0,-6,-1,-4,-43,43,-22,-5,-0.4
# The list continues:
SMILES,PvdQ inh,DAGLB inh,PKA-R2B act,NSD2 inh,Keap1-Nrf2 PPI,SR-BI DiI inh,SR-BI DiI-HDL act,RTF Ca sens inh,Arr AP2 block,C-LANA FP
Cc1ccc(S(=O)(=O)c2nc(-c3cccs3)oc2NCCCN(C)C)cc1,-7,2,1,5,-2,-37,37,2,9,-1.2
CCOc1cccc2sc(N(CCCN(C)C)C(=O)c3ccc(S(=O)(=O)N4CCc5ccccc5C4)cc3)nc12,8,-2,-10,0,0,4,-4,-1,0,0.6
Cc1cc2nc(CN(C)Cc3c(C(=O)N(C)C)nc4ccc(Cl)cn34)[nH]c2cc1C,-7,1,6,0,-1,-11,11,-12,12,0.5
CC(=O)c1cc(-c2ccccc2)n(CCC(=O)NC2CCCCCCC2)c1C,14,-3,-12,5,-2,-2,2,-12,7,-0.8
CN(C)c1ccc(/C=N/NC(=O)c2nnn(-c3nonc3N)c2COc2ccc(F)cc2)cc1,-18,0,-1,0,-7,-3,3,-4,-3,-0.2
Cc1cccc(N=N/C(=C\O)C(=O)c2cccs2)c1,-5,2,2,11,-4,7,-7,3,2,2.3
O=C(CN1C(=O)NC2(CCOc3ccccc32)C1=O)Nc1cccc(Cl)c1 (centres undefined),-6,0,9,0,1,11,-11,-1,15,3.4
CCOc1ccccc1NC(=O)NNS(=O)(=O)c1cc(OC)ccc1OC,11,0,8,0,4,22,-22,-6,-14,-0.5
Brc1cccc(OCCSc2ncccn2)c1,2,.,.,-9,1,-15,15,.,1,0.8
N#C/C(=C(/O)CN1CCN(c2ccccc2F)CC1)c1nc(-c2ccc(Cl)cc2)cs1,12,10,-6,-1,1,15,-15,-5,-1,-0.5
Cc1cc(O)c(NC(=O)c2ccc(C)c([N+](=O)[O-])c2)cc1C,-8,.,.,-3,0,29,-29,.,8,-0.7
CCOC(=O)N1CCC(NC(=O)CN2C(=O)C(CC)Oc3ccc(C)cc32)CC1 (centres undefined),8,-1,0,1,-3,-1,1,17,32,0.8
COc1ccc2nc(CNC(=O)C3CCC(=O)N(CCc4ccccc4)C3)[nH]c2c1 (centres undefined),5,-1,16,1,-1,-7,7,0,35,1.6
O=C(OCC(=O)N1CCCC1)c1cncc(Br)c1,12,1,8,-5,-1,1,-1,8,3,-2.0
CC(C)NC(=O)C(c1ccc(F)cc1)N(Cc1ccco1)C(=O)CCC(=O)Nc1ccccn1 (centres undefined),-11,-5,8,-3,4,0,0,-14,-4,-0.3
O=C(O)Cc1ccc2[nH]c3ccc(CC(=O)O)cc3c2c1,-2,3,-4,22,6,-7,7,-10,3,0.7
COC(=O)c1cc(C(=O)NC(C)(C)CC(C)(C)C)cc([N+](=O)[O-])c1,-11,-4,4,7,-8,22,-22,3,15,-1.5
CCOC(=O)C1(CC2CCCCO2)CCN(S(=O)(=O)c2ccc(C)s2)CC1 (centres undefined),-12,-3,-1,-2,-7,-14,14,0,-6,-0.8
COC(=O)C1CCN(C(=O)COC(=O)C2CCN(S(=O)(=O)c3ccc4c(c3)OCCO4)CC2)CC1,-5,-1,-1,1,2,-35,.,10,5,0.5
CCn1cc(S(=O)(=O)c2ccc(C)cc2)c(=O)c2cc(OC)ccc21,-3,1,10,-1,0,-13,13,-13,5,-0.7
C#CCSc1nc(-c2cccs2)ccc1C#N,1,-5,-3,.,-2,31,-31,-9,-5,-0.1
CCNCCC(=O)N1c2ccccc2Sc2ccc(NC(=O)OCC)cc21,-6,-2,-6,31,2,-9,9,-3,18,-2.0
O=C(O)C(Cc1ccccc1)N1C(=O)c2c(Cl)c(Cl)c(Cl)c(Cl)c2C1=O (centres undefined),-1,7,-4,1,3,.,.,-5,32,0.7
CCC(C)C(NC(=O)C1CCC(C)CC1)C(=O)NCc1ccccn1 (centres undefined),-4,-3,-5,-3,5,-30,30,1,21,2.5
O=[N+]([O-])c1cc(/C=N/O)ccc1N1CCCC1,-6,5,-10,5,-1,-5,5,-1,-1,-0.2
# (continued)
SMILES,PvdQ inh,DAGLB inh,PKA-R2B act,NSD2 inh,Keap1-Nrf2 PPI,SR-BI DiI inh,SR-BI DiI-HDL act,RTF Ca sens inh,Arr AP2 block,C-LANA FP
O=C(NCCN1CCOCC1)c1cc(S(=O)(=O)NCCCN2CCCC2=O)ccc1Cl,-18,-2,-5,-7,-1,-16,16,-8,-2,0.5
COc1cc(/C=C/C(=O)OCC(=O)N2CCCc3ccccc32)ccc1OCC#N,5,-5,-1,-3,-1,24,-24,1,10,-0.1
O=C(c1ccc(Br)o1)N1CCC(Cc2ccccc2)CC1,-5,-10,2,-1,-4,-9,9,-12,8,3.1
COC(=O)c1cc(NC(=O)c2ccccc2)c(=O)oc1C,-8,-1,8,-5,-4,14,-14,0,12,-0.6
CCC1(c2ccc(Cl)cc2)NC(=O)N(CC(=O)NCc2ccc(F)cc2)C1=O (centres undefined),-8,2,-2,0,-2,5,-5,-9,11,-0.2
O=C(CSC1CC(=O)N(CCc2ccccc2)C1=O)Nc1cccc(Cl)c1 (centres undefined),-23,-7,7,-3,-3,6,-6,-2,6,-0.8
NNC(=O)CNc1ccccc1Cl,7,-4,-1,-2,-4,4,-4,-4,28,-1.0
Cc1sc2ncnc(N3CCC(C(=O)Nc4ccc(F)cc4Cl)CC3)c2c1C,-7,-3,-10,-3,-3,34,-34,-1,-7,-1.7
Cc1c(CCC(=O)O)c(=O)oc2cc3occ(-c4ccc(Cl)cc4)c3cc12,-9,5,0,1,4,-27,27,0,-18,-1.0
CSc1nnc(-c2sc3cc(C(F)(F)F)cnc3c2-c2ccccn2)n1C,-7,0,-11,-1,5,19,-19,-5,-1,0.8
Cc1ccc(-c2nc(C)sc2CC(=O)NCc2ccco2)cc1,9,-1,6,2,-13,49,-49,0,11,3.3
CN(CC(=O)Nc1ccc(F)cc1)C(=O)COC(=O)CNC(=O)c1sc2ccccc2c1Cl,-1,1,-8,-1,0,-7,7,3,-1,0.4
Nc1nc(CN2CCN(Cc3ccccc3)CC2)nc(N2CCCc3ccccc32)n1,-6,3,-6,-2,-8,-9,9,-2,-6,-0.9
NC(=O)CC(NC(=O)Cc1ccc(Cl)cc1)c1ccc(NC2CCCC2)c([N+](=O)[O-])c1 (centres undefined),-16,12,-10,.,0,-9,9,3,0,0.9
COc1ccc(NC(=O)/C=C/c2ccc3c(c2)OCO3)cc1,-6,0,-15,49,-4,-1,1,-16,-5,0.5
C/C(=N/OC(=O)c1ccc(C)cc1)c1ccc(N2C(=O)C3CCCCC3C2=O)cc1 (centres undefined),-15,-12,8,0,-2,17,-17,0,-5,-0.3

# A different layout for some results above.
# Value order – PvdQ inh	DAGLB inh	PKA-R2B act	NSD2 inh	Keap1-Nrf2 PPI	SR-BI DiI inh	SR-BI DiI-HDL act	RTF Ca sens inh	Arr AP2 block	C-LANA FP
> Brc1cccc(OCCSc2ncccn2)c1
 : 2	.	.	-9	1	-15	15	.	1	0.8
> N#C/C(=C(/O)CN1CCN(c2ccccc2F)CC1)c1nc(-c2ccc(Cl)cc2)cs1
 : 12	10	-6	-1	1	15	-15	-5	-1	-0.5
